Screens from PubChem BioAssay.
HSP90 refold inh: inhibitors of HSP90 luciferase refolding in rabbit reticulocyte lysate | luciferase refolding luminescence, 3 h | actives 0.91% (n = 290,000) | inhibition, % at 5.6 µM;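 active = inhibition above the screen-wide mean plus 3 SD, computed separately per campaign, cut at about 16% in these data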;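 note: 0% = DMSO wells and 100% = 60 µM geldanamycin wells; inhibitors lower the luminescence because luciferase stays unfolded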
AI-2 QS mod: Vibrio harveyi AI-2 quorum sensing modulation; Vibrio harveyi JMH597 AI-2 luminescence/OD600 ratio, 9 h; active compounds read low; strain lacks LuxN and CqsS sensors; 0 = neutral-control median; activity change, % at 7.5 µM; actives 0.4% (n = 300,000); AID 2094; in the data active = activity change below about -75%, passing the limit was not always enough; inconclusive = no clear call, values can overlap the other calls;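 note: luminescence divided by OD600 gain over 9 h not by final OD600 alone; inactives centre near 13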
HSF1 activator: increases HSF-1 driven luciferase reporter signal; activation, % at 9 µM; AID 504408; actives 1.7% (n = 300,000); NIH3T3-HGL HSF-1 luciferase reporter, MG132, 8 h; 100% = twice DMSO control signal;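 active = mean replicate activation of at least 50% with a set share of replicates each reaching 50%; inconclusive = only one of those two conditions met; inactive = mean below 50% and too few replicates reaching it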;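 note: 0% = median of the neutral control wells and 100% = twice that signal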
IEC-6 cytotox: kills IEC-6 intestinal cells in KLF5 counter-screen; IEC-6 cytotoxicity, luminescence viability; inhibition, % at 5 µM; actives 0.78% (n = 290,000); AID 1825; in the data active = inhibition above about 22%;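 note: 0% = plate median of test compound wells and 100% = cytotoxic reference compound wells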
HDAC3 inh: blocks human histone deacetylase 3; recombinant HDAC3, fluorogenic peptide/trypsin coupled, fluorescence; inhibition, % at 8.3 µM; actives 0.15% (n = 320,000); AID 2718; in the data active = inhibition above about 26%, passing the limit was not always enough; inconclusive = no clear call, values can overlap the other calls
Target sequence (O15379 whole entry, looked up): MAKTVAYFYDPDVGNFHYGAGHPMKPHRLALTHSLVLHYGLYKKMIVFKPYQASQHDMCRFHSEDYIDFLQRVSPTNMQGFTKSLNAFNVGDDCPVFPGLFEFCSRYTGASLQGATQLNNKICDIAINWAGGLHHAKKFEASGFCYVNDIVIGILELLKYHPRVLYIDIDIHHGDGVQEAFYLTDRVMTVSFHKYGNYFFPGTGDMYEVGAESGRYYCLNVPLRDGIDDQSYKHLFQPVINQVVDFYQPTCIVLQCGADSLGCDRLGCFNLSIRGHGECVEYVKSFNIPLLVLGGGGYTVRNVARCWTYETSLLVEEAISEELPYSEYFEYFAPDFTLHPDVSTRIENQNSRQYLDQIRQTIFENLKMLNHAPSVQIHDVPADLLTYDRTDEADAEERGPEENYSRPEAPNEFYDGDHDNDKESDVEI
aSyn UTR inh: 5' untranslated region of α-synuclein, MLPCN primary screen | alpha-synuclein 5'UTR reporter, inhibitor activity | inhibition, % (tested at 7.5 µM) | actives 0.82% (n = 300,000) | AID 1813; in the data active = inhibition above about 60%; inconclusive = no clear call, values can overlap the other calls;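 note: H4 neuroglioblastoma cells stably carrying SNCA 5'UTR luciferase fusion; 0% = DMSO wells and 100% = positive control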
HSF1 inhib: HSF1 inhibition; NIH3T3-HGL HSE-luciferase, MG132-induced, luminescence 8 h; active compounds read low; activity change, negative = inhibition, % at 7.5 µM (by protocol); AID 2098; actives 0.77% (n = 300,000);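 active = more than half of replicate wells show activity change below -50%, luminescence cut by over half; inconclusive = some wells, but at most half, below -50%; inactive = no replicate well below -50%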;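 note: luciferase reports HSF-1 transcriptional activity via heat shock element; 0% = median of DMSO wells and -100% = zero luminescence signal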
Platelet DG rel: modulates dense granule release in human platelets | human platelet-rich plasma, SFLLRN dense granule ATP release, luminescence | inhibition, %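 (compounds screened at 7.5 µM in platelet-rich plasma)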 | actives 0.22% (n = 300,000);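 active = mean replicate score, as percent of positive control, at or above 50; inconclusive = mean below 50 but at least one replicate at or above 50; inactive = mean and every replicate below 50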
HIF activator: HIF pathway transcriptional activation | U2OS HRE-luciferase reporter, luminescence; normalized: DMSO 0%, desferrioxamine 100% | activation, % at 7.5 µM (by protocol) | actives 0.32% (n = 300,000);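 active = mean activation of at least 10% of the iron chelator positive control signal, with at least half of replicates also reaching 10%; inconclusive = mean and replicate majority disagree about reaching 10%; inactive = mean and most replicates under 10%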
KLF5 inhibitor: inhibitors of KLF5 expression | DLD-1 KLF5 promoter-luciferase reporter, luminescence | inhibition, % at 5 µM | actives 0.23% (n = 290,000) | AID 1700;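 active = inhibition above a per-plate limit of that plate's mean compound inhibition plus 3 SD, cut at about 60% in these data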;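 note: 0% = DMSO wells and 100% = LY294002 at 200 µM; higher means less KLF5 promoter-driven luciferase light; inactives centre near -14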
* marks the source's active call; other numbers are inactive results; ? = inconclusive; . = not tested or not shown.

SMILES	HSP90 refold inh	AI-2 QS mod	HSF1 activator	IEC-6 cytotox	HDAC3 inh	aSyn UTR inh	HSF1 inhib	Platelet DG rel	HIF activator	KLF5 inhibitor
CC(C)Nc1c(N)c(=O)oc2ccccc12	-3	23	-22	4	?	-1	1	0	0.2	-7
CCCCCn1c(CN2CC(C)OC(C)C2)nc2c1c(=O)n(C)c(=O)n2C (stereo unspecified)	1	31	9	2	4	-7	-3	0	-0.4	-2
CCCOC(=O)/C(=C\c1ccc([N+](=O)[O-])o1)NC(=O)c1ccccc1	-3	-30	38	-10	-5	-44	31	-2	-0.5	2
COc1ccccc1C(=O)NCCC(=O)N(C)CC(=O)Nc1c(Cl)cccc1Cl	.	17	-2	.	5	2	-4	-10	-0.1	.
Cc1onc(-c2c(Cl)cccc2Cl)c1C(=O)Nn1cnnc1	2	13	-3	2	2	10	-8	8	-0.3	-8
Cc1ccc(C)c(S(=O)(=O)NCc2ccc(C(=O)N3CCN(c4ccccc4)CC3)cc2)c1	5	14	-11	2	6	1	9	-2	-0.4	-9
Cc1ccnc(SCC(=O)N2CCCc3ccccc32)n1	1	-5	17	4	6	-19	1	-6	1.5	-28
COc1cc(-n2nc(C)c3c2OC(N)=C(C#N)C3c2ccccc2)c(Cl)c(Br)c1O (stereo unspecified)	17*	24	78*	-3	6	-3	53	11	0.4	-14
COc1ccc(Cl)cc1NC(=S)N1CCN(c2ccccn2)CC1	-3	4	23	-4	-1	-7	7	-7	-0.3	-20
CC1(C)CC(=O)C2=C(C1)NC(=O)NC2c1ccccc1 (stereo unspecified)	2	10	-4	1	-2	4	-6	3	0.3	-67
N#Cc1ccc(OC(=O)Cc2ccsc2)cc1	-5	34	-3	0	10	8	-1	8	-0.8	-10
CCOc1ccc(/C(O)=C2/C(=O)C(=O)N(CCOCCO)C2c2ccccc2)cc1 (stereo unspecified)	0	19	11	-1	0	6	11	-2	1.5	-24
CSc1nc(-c2ccccc2)nn1C(=O)c1ccc(Cl)cc1	-7	29	-2	-4	9	6	-5	-3	-0.7	-44
Cc1ccc2c(c1)CCCN2C(=O)NC1CCCCC1	2	11	0	-3	5	-13	-2	8	0.0	-3
O=C(NC1(C(F)(F)F)NC(=O)N(C2CCCCC2)C1=O)c1cccs1 (stereo unspecified)	0	26	-11	0	4	16	-5	-3	0.0	2
COc1ccccc1CN1C(=O)[C@@H]2Cc3c([nH]c4ccccc34)C(C)(C)N2C1=O	.	-2	-2	.	9	10	7	-1	-1.5	.
CC1(C)SC2c3ccccc3C(=O)N2[C@@H]1C(=O)NCCCN1CCOCC1 (stereo partly specified)	1	6	1	-1	13	-1	-5	5	-0.1	-12
CC(=O)N1CCCN(Cc2cn(-c3ccc(C)cc3)nc2-c2ccc(F)cc2)CC1	3	13	23	5	3	27	15	10	0.2	-18
COc1ccc(NC(=S)Nc2ccc3cn[nH]c3c2)cc1	0	-9	-44	-3	-7	-38	-31	-1	4.9	-33
O=C(NCc1ccco1)C(=O)NCC1OCCN1S(=O)(=O)c1ccc(F)cc1 (stereo unspecified)	-1	32	-10	0	-9	-1	-7	3	0.0	-15
CCN(CC(=O)Nc1ccc2c(c1)OCCO2)C(=O)CC1CCCC1	1	31	-2	3	-2	14	0	-3	-1.4	-16
Cc1ccc([N+](=O)[O-])c(OCc2ncc(Cl)n2C)c1	0	1	19	6	-2	-9	8	-12	1.4	-42
COc1ccc(-c2[nH]ncc2CN(C)Cc2cccnc2)c(F)c1	2	16	-11	3	-1	-5	1	-1	0.0	-19
C=C1CSc2nc(=O)c3c(C)c(C)sc3n21	0	38	0	-6	.	-11	2	0	-0.6	2
Cc1cccc(N2CC(=O)N(c3cccc(C)c3)CC2=O)c1	-2	14	7	-6	-9	-4	-11	-3	0.3	9

(next part)
SMILES	HSP90 refold inh	AI-2 QS mod	HSF1 activator	IEC-6 cytotox	HDAC3 inh	aSyn UTR inh	HSF1 inhib	Platelet DG rel	HIF activator	KLF5 inhibitor
COc1ccc([C@@H]2C[C@H](c3ccccc3)Oc3cc(C)cc(C)c32)cc1	.	-2	-8	.	.	10	-11	11	0.5	.
CC1(CO)COC(c2ccccc2)=N1 (stereo unspecified)	6	16	-4	3	1	17	-2	6	0.0	7
CCCc1cc(=O)[nH]c(SCC(=O)NCCC2=CCCCC2)n1	0	17	45	0	0	5	8	2	0.2	-13
O=C(CCc1ccccc1)Nc1cccc([N+](=O)[O-])c1	1	-21	-82	1	-1	-16	-76*	-7	-0.6	-24
CCn1cc(C(=O)N[C@@H](C)C(=O)NCCCn2ccnc2)c(=O)c2cc3c(cc21)OCO3	-2	2	-16	3	3	2	-6	7	-0.7	-17
COc1ccccc1-c1cc(C(F)(F)F)nc(N2CCCC2)n1	1	38	-3	3	3	4	-9	-1	-0.2	-6
Cc1cc(=O)n2nc(N3CCC(C(=O)NC(C)c4ccccc4)CC3)sc2n1 (stereo unspecified)	-1	28	14	-4	-4	4	1	-1	-0.3	-41
COc1cc(/C=C/C(=O)N2CCOCC2)ccc1OCc1ccccc1	-6	13	75*	0	5	15	46	-13	0.9	-21
CC(C)(C)C1CCC(=NNC(=O)c2ccco2)CC1 (stereo unspecified)	2	33	42	0	-2	-26	29	-25	1.2	-42
O=C(CC(=O)N/N=C\c1ccc(F)cc1)NCCc1ccccc1	2	18	-10	4	6	-3	0	4	-0.5	2
C/C(=N\NC(=O)c1cc2ccccc2cc1O)c1ccccn1	4	90	14	0	12	88*	4	40	-0.3	27
O=[N+]([O-])c1cccc(CNc2ccc3c(c2)CCC3)c1	1	-26	4	-1	-4	-46	5	6	1.7	-1
CCOC(=O)c1c(NC(=O)CCC(=O)N(CC)CC)sc2c1CC(C)(C)OC2	1	24	-8	1	2	24	-4	-3	-0.4	-5
COCCN(CCOC)S(=O)(=O)c1ccc(C(=O)Nc2nnc(C3CC3)o2)cc1	-3	.	-5	-1	-2	-14	-4	-7	-0.7	-29
CCCSc1nnc(NC(=O)c2nc(SC)ncc2Cl)s1	5	24	6	0	4	11	-3	0	-0.7	-8
COC(=O)c1ccc(COC(=O)c2ccccc2OC)cc1	-1	8	23	0	-2	-37	13	15	0.8	-31
C=CCNC(=S)N1CCN(c2ccccc2Cl)CC1	4	2	0	1	0	-1	-4	13	-0.3	5
Cc1cccc(OCC(=O)Nc2ccc(N3CCCC3)cc2)c1C	.	30	5	.	-1	13	-4	2	0.2	.
Cc1cccc(-c2cc(C(=O)Nc3cccnc3)c3ccccc3n2)c1	-1	29	-6	8	3	-37	2	2	-0.3	14
Fc1ccc(Oc2cc(N3CCOCC3)nc(-c3ccccc3)n2)c(F)c1	3	10	-25	0	0	12	-14	11	-0.3	-14
CCOc1cc(/C=C\c2[nH]c(=O)[nH]c(=O)c2[N+](=O)[O-])ccc1OC(C)CC (stereo unspecified)	1	14	64*	2	3	-67	41	-3	0.7	-8
Cc1ccc(NC(=O)CSCC(=O)Nc2sccc2C#N)cc1	.	16	-3	.	10	11	0	-2	-0.2	.
COC(=O)c1ccc(COc2ccc(NC(C)=O)cc2)o1	0	11	19	-6	-1	10	0	3	-0.1	9
COCCCn1c(C(C)C)nc2oc3cc(OC)ccc3c(=O)c2c1=O	3	-4	-5	-3	6	6	-5	-2	-0.3	-34
COc1ccccc1N1CCN(C2CCCN(C(=O)c3ccccn3)C2)CC1 (stereo unspecified)	-5	12	-1	0	6	-9	-2	0	-0.4	-13

Structures listed so far that bear a hit mark in aSyn UTR inh:
Compound,HSP90 refold inh,AI-2 QS mod,HSF1 activator,HDAC3 inh,aSyn UTR inh,HSF1 inhib,Platelet DG rel,KLF5 inhibitor
C/C(=N\NC(=O)c1cc2ccccc2cc1O)c1ccccn1,4,90,14,12,88*,4,40,27

(further entries)
SMILES	HSP90 refold inh	AI-2 QS mod	HSF1 activator	IEC-6 cytotox	HDAC3 inh	aSyn UTR inh	HSF1 inhib	Platelet DG rel	HIF activator	KLF5 inhibitor
CCCC(=O)Nc1ccc(C(=O)Nc2cccc(OC)c2)cc1	1	11	17	0	1	-60	6	15	0.2	-9
O=S(=O)(Nc1ccc(OC(F)F)cc1)c1ccc(-c2ccon2)s1	-7	35	-5	-2	8	2	3	-7	0.5	-33
CC1CCN(c2ccc3nnc(CCC(=O)N4CCCCC4)n3n2)CC1	-8	22	-3	-2	1	19	-8	9	0.3	-2
CCCCN(C(=O)Cn1nnc2ccccc21)C(C(=O)NCCOC)c1ccc(OC)cc1OC (stereo unspecified)	.	20	-29	.	4	-23	-8	7	-1.4	.
O=C(NC(Cc1c[nH]c2ccccc12)C(=O)O)/C(=C\c1ccc2c(c1)OCO2)NC(=O)c1ccccc1 (stereo unspecified)	2	-3	-19	7	3	-1	-9	-11	-0.2	17
COc1ccc(S(=O)(=O)NC2CCCCC2)cc1F	-1	1	-12	9	12	-2	-5	-1	0.2	-22
COC(=O)C1CCN(S(=O)(=O)Cc2ccccc2)CC1	-1	42	-6	-2	-1	-26	-7	-5	0.4	-14
COc1ccc(N/C=C2\CCc3ccccc3C2=O)cc1	42*	-1	4	1	8	94*	-2	47	-7.4	-30
CC(NC(=O)c1ccnc(C(C)(C)C)c1)c1ccccc1 (stereo unspecified)	1	27	.	0	-4	5	.	5	-0.4	1
CCOc1cccc2sc(NC(=O)CCS(=O)(=O)c3ccccc3)nc12	-3	12	3	4	-4	-14	2	0	-1.0	-2
CN(CCc1cn[nH]c1)Cc1nc(Cc2ccccc2F)no1	-4	-4	-18	-2	0	-7	5	8	0.0	-17
CSCCC(NC(=O)c1ccc(Br)cc1)C(=O)O (stereo unspecified)	0	16	7	-6	-1	-3	2	-12	-0.1	-2
COc1ccc(N(CC(=O)Nc2ccccc2SC)S(C)(=O)=O)cc1OC	3	8	16	-2	-1	13	-2	2	-0.3	-7
Cc1ccc(/C(O)=C2/C(=O)C(=O)N(c3ccccn3)C2c2ccc(F)cc2)cc1 (stereo unspecified)	2	0	34	5	1	-32	3	4	2.5	-83
C=CCOc1ccc(-c2nc3c(c(=O)[nH]c(=O)n3CCCC)n2C)cc1Br	5	12	25	-1	-1	15	25	5	-0.2	-43
O=S(=O)(c1ccccc1)N1CCN(Cc2ccc(Cl)cc2)CC1	4	-11	-2	-7	1	9	0	0	0.6	-23
O=C1c2ccccc2C(=O)N1CCc1nc2ccccc2c(=O)n1Cc1ccco1	-5	13	21	8	-2	2	5	-1	-0.7	-11
CC/C(=C\C(=O)c1ccncc1)Nc1ccc(Br)cc1	-3	-3	2	-1	6	-23	-8	-7	-0.2	-6
CCC(=O)c1ccc(O)c(OC)c1	2	23	-4	-3	-3	18	1	-2	-0.3	-1
O=C(CC1Nc2ccccc2NC1=O)Nc1ccccc1 (stereo unspecified)	-1	20	9	4	1	-128	5	-1	1.2	-22
CCOC(=O)Cc1csc(NC(=O)c2cc(C)on2)n1	-2	23	-11	-5	2	-1	-1	-6	-0.2	-2
O=C(NNS(=O)(=O)c1ccc(Br)cc1)c1cccs1	3	32	8	-4	-8	9	8	3	0.0	-9
Cc1nc(-n2cc(F)c(=O)[nH]c2=O)c2nc(C)oc2n1	3	7	-9	6	1	22	-5	-7	-0.4	-13

Rows are unselected. About 5% of those tested had a hit in this group.
